Bioassay records as filed in PubChem BioAssay.
HTRA1 inhibitor – HTRA1 (human) protease inhibition. Q92743. recombinant HTRA1, FP-rhodamine activity-based probe, fluorescence polarization. inhibition, % at 5.96 µM. 340,000 compounds, 0.5% hits. AID 504803; in the data active means inhibition above about 36%;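 further: 0% = enzyme with DMSO and 100% = wells lacking enzyme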
MBD2 DNA inh – blocks human MBD2 binding to methylated DNA. TR-FRET, MBD2 binding to methylated oligonucleotide. inhibition, % at 4.4 µM. 370,000 compounds, 0.31% hits; in the data active means inhibition above about 13%
Target sequence (Q9UBB5 whole entry, looked up): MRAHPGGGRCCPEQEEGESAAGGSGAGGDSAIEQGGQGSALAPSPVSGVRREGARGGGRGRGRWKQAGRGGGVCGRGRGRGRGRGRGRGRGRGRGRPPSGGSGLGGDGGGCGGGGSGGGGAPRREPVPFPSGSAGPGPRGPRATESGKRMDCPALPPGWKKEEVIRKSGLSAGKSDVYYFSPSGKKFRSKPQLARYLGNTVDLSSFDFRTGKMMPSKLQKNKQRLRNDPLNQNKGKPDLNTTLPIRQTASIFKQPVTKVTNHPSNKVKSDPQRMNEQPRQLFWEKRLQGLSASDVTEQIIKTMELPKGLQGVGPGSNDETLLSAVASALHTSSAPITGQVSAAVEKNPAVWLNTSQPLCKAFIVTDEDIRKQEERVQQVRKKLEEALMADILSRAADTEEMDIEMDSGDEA
PG9 Ab binder – PG9 antibody binding by small molecule. TR-FRET gp120-PG9 antibody binding. 360,000 compounds, 0.43% hits. inhibition, % at 6.7 µM; in the data active means inhibition above about 8.5%
PRMT1 inh – blocks human protein arginine methyltransferase 1. recombinant PRMT1, activity-based probe fluorescence polarization. inhibition, % at 2.79 µM. 370,000 compounds, 1.3% hits;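 active means inhibition above about 21% made by adding two undisclosed values, limit read from the data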
Target sequence (Q99873 whole entry, looked up): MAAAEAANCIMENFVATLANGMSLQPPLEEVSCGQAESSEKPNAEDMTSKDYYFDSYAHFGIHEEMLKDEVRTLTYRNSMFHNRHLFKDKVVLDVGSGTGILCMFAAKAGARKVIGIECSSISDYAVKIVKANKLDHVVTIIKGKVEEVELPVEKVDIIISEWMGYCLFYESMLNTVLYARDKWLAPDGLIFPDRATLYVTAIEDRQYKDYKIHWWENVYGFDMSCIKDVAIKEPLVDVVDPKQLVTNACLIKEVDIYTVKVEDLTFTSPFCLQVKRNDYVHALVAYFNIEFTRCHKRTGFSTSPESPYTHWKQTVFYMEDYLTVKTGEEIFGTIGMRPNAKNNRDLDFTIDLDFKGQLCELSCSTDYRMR
mABHD4 FP – ABHD4 (mouse) inhibition, primary FP screen | Q8VD66 | purified mABHD4, FP-Rh probe fluorescence polarization | inhibition, % at 8.92 µM | 370,000 compounds, 0.54% hits;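 active means inhibition exceeding the mean over every tested compound plus 3 SD, cut at about 30% in these data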;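 further: 0% = plate median of compound wells and 100% = S159A mutant with DMSO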
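Assay system: mABHD4 protein; medium: HEPES pH 7.0, NaCl, Pluronic buffer; dosing: 8.92 µM, single dose; schedule: 45 min + 60 min at 25 °C; signal: FP readout, ex 525 nm / em 598 nm; read-out: normalized percent inhibition of probe labeling; repeats: single replicate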
LEDGF integ inh – blocks HIV-1 LEDGF/p75-dependent DNA integration. AID 743269. inhibition, % at 3.7 µM. 370,000 compounds, 0.64% hits. TR-FRET IN-LEDGF/p75 DNA integration, Eu/Cy5;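 active means inhibition above the screen-wide mean plus 3 SD, cut at about 13% in these data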;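 further: signal is the Cy5 over europium emission ratio at 671 and 618 nm; 0% = plate median of compound wells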
UHRF1 binding – human UHRF1 methylated DNA binding inhibitors. Q96T88. UHRF1 binding to methylated oligo, TR-FRET. inhibition, % at 4.4 µM. 370,000 compounds, 0.75% hits; in the data active means inhibition above about 21%;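 further: UHRF1 SRA domain binding a hemimethylated CpG hairpin DNA probe; 0% = median of test compound wells and 100% = reference inhibitor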
TCR CD3 inh – blocks the human TCR-CD3 interaction. TAMRA-labeled TCR probe fluorescence, biochemical. inhibition, % at 9.4 µM. 360,000 compounds, 0.37% hits; in the data active means inhibition above about 19%;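 further: recombinant mutant TCR 2C K166C tagged with TAMRA read by polarization; 0% = receptor in buffer alone and 100% = receptor with positive control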
NR1D1 modulator – Rev-erb alpha (human) modulation; P20393; AID 1259318; activity, % at 10 µM; 370,000 compounds, 0.79% hits; Rev-erbα–FITC-DNA binding, fluorescence polarization, 90 min;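 active means activity above about 14%, limit read from the data; passing the limit was not always enough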;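 further: 0% = DMSO wells with 35 nM protein and 100% = DMSO wells with 750 nM protein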
rCAG RNA binder – r(CAG) repeat RNA binding | TO-PRO-1 dye displacement fluorescence | inhibition, % at 3 µM | 370,000 compounds, 1.3% hits | AID 651821;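 active means inhibition above the plate cutoff, the mean of all test compounds on that plate plus 3 SD, cut at about 35% in these data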;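 further: 0% = DMSO alone and 100% = 100 µM mitoxantrone as full dye displacement; higher means more dye released from RNA so lower well fluorescence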
Active calls of the source: *; · = no result given; & = joins results of further samples. Some of the compounds tested, so the mix of outcomes need not match the whole.

SMILES	HTRA1 inhibitor	MBD2 DNA inh	PG9 Ab binder	PRMT1 inh	mABHD4 FP	LEDGF integ inh	UHRF1 binding	TCR CD3 inh	NR1D1 modulator	rCAG RNA binder
CCc1ccc(N(CC(=O)NCc2cccnc2)S(=O)(=O)c2ccccc2)cc1	7	2	0.0	1	8	-1	2	-5	0	-9
CCOC(=O)N1CCC(NC(=O)c2cc3cc4cc(OC)ccc4nc3o2)CC1	5	-2	0.2	1	-2	0	-7	5	-1	-2
OC(c1ccccc1)(c1ccccc1)C1CCN(CCCNc2ccc(C(F)(F)F)cc2)CC1	·	-5	·	-7	21	6	4	·	1	-1
Cc1cccc(-n2c(SCC(=O)NCc3ccc4c(c3)OCO4)nc3ccccc3c2=O)c1	-2	1	5.3	-1	4	1	1	-2	2	2
CN(C)S(=O)(=O)n1cnc(-c2ccccc2)c1-c1ccccc1	-3	4	1.4	-1	10	1	16	2	-1	-3
Cc1c(C2(O)C(=O)Nc3ccc(F)cc32)c(=O)n(-c2ccccc2)n1C (configuration not stated)	1	2	-0.2	3	-2	-4	2	-2	2	-1
Cc1cccc(C)c1OC1(c2ccccc2)OC(=O)c2ccccc21 (configuration not stated)	-25	2	1.2	0	-9	0	-4	3	15	-4
O=C(CCc1ccccc1)N[C@H]1[C@H](OCc2ccccc2)CCC[C@@]12C(=O)N(Cc1ccccc1)c1ccc(-c3ccsc3)cc12	·	15*	·	7	-11	2	17	·	-7	8
CC(CCC(=O)O)C1CC[C@H]2C3CCC4CC(=O)CCC4(C)[C@H]3CC(=O)C12C (some centres not stated)	-5	0	-0.8	5	4	-8	1	-5	-6	4
CC(/C=C/c1ccccc1)=N/O	-4	4	-1.6	0	6	-1	-1	-7	3	-2
O=c1cc(-c2ccccc2)nc(N2CCN(Cc3ccccc3)CC2)[nH]1	5	-3	-1.1	-4	-2	2	1	-4	4	-7
Cc1nn(Cc2ccc(Cl)cc2)c(C)c1NC(=O)c1noc2c1CCc1ccccc1-2	-7	0	-3.0	1	4	-2	1	-5	-5	4
COc1ccc(Nc2nnc(Cc3ccc(Cl)cc3)c(=O)[nH]2)c(OC)c1	0	-1	-1.2	4	1	0	-2	-6	0	4
Cc1ccc(C2=Nn3c(COc4ccc(Cl)cc4)nnc3SC2CC(=O)O)cc1 (configuration not stated)	-9	-3	0.2	1	-6	1	0	2	3	47*
Cc1ccc(NC(=O)C2CCCN(C(=O)c3ccc(Cl)cc3)C2)cc1 (configuration not stated)	-5	2	-1.8	-2	-1	4	-1	4	0	-6
CC(=O)c1c(C)nn(CCC(=O)O)c1C	1	2	2.2	-4	8	-1	-1	-1	-2	2
O=C(NCCCN1CCCCCC1)c1ccc(CS(=O)(=O)Cc2ccccc2F)o1	6	-4	1.5	0	4	-2	1	1	0	6
CCN(C(=O)CSc1nc2ccccc2c(=O)n1-c1ccc(C)cc1)C1CCS(=O)(=O)C1 (configuration not stated)	2	3	0.9	3	1	-2	-1	12	-3	-2
Cn1cnnc1Sc1nc2ccccc2nc1NS(=O)(=O)c1ccccc1	4	1	2.5	1	-4	-2	1	-5	-2	8
COc1ccc(C(=O)/C=C/c2ccc(OC)c(O)c2)c(F)c1	1	3	0.1	4	6	-2	-4	-4	-2	4

Given with values under each structure: part of the list above
Results follow in this order: HTRA1 inhibitor | MBD2 DNA inh | PG9 Ab binder | PRMT1 inh | mABHD4 FP | LEDGF integ inh | UHRF1 binding | TCR CD3 inh | NR1D1 modulator | rCAG RNA binder
> O=c1cc(-c2ccccc2)nc(N2CCN(Cc3ccccc3)CC2)[nH]1
→ 5 | -3 | -1.1 | -4 | -2 | 2 | 1 | -4 | 4 | -7
> Cc1nn(Cc2ccc(Cl)cc2)c(C)c1NC(=O)c1noc2c1CCc1ccccc1-2
→ -7 | 0 | -3.0 | 1 | 4 | -2 | 1 | -5 | -5 | 4
> COc1ccc(Nc2nnc(Cc3ccc(Cl)cc3)c(=O)[nH]2)c(OC)c1
→ 0 | -1 | -1.2 | 4 | 1 | 0 | -2 | -6 | 0 | 4
> Cc1ccc(C2=Nn3c(COc4ccc(Cl)cc4)nnc3SC2CC(=O)O)cc1 (configuration not stated)
→ -9 | -3 | 0.2 | 1 | -6 | 1 | 0 | 2 | 3 | 47*

New compounds follow.
SMILES	HTRA1 inhibitor	MBD2 DNA inh	PG9 Ab binder	PRMT1 inh	mABHD4 FP	LEDGF integ inh	UHRF1 binding	TCR CD3 inh	NR1D1 modulator	rCAG RNA binder
COc1ccc(-c2cc(C(=O)NC3=NCCS3)c3ccccc3n2)cc1OC	-18	2	-1.9	4	-14	-8	17	-8	-2	11
C[C@H](CO)N1C[C@H](C)[C@@H](CN(C)CC2CC2)Oc2c(NC(=O)Cc3ccccc3)cccc2C1=O	2	5	0.6	1	10	1	0	-4	0	-7
Cc1cc(=O)oc2cc(OC(=O)CCN3C(=O)c4ccccc4C3=O)ccc12	-4	1	-1.0	1	-1	5	-6	4	-6	1
Cc1ccc(-c2nnc(CSc3nnc(COc4cccc5ccccc45)n3-c3ccccc3)o2)cc1	-20	7	-1.9	2	1	-1	-1	3	2	6
C/C(=N\Nc1ccc(Cl)c(C(=O)O)c1)c1cccc2ccccc12	6	1	-1.5	20	19	2	6	1	4	20
COc1ccc(Cl)cc1-c1cc(C(=O)NCc2ccccc2)[nH]n1	·	2	-0.1	-1	-23	-2	-4	1	0	3
COc1ccc(CC(=O)OCC(=O)NC(=O)NC(C)C)cc1	4	2	-0.3	-4	2	1	-3	4	0	-4
O=C(c1cc(Cl)c(=O)n(Cc2ccc(Cl)cc2)c1)N1CCOCC1	7	1	-0.1	0	3	-2	0	3	3	-4
Cc1ccc(NC(=O)C(Cc2ccccc2)n2cccc2)cc1 (configuration not stated)	-26	3	-0.1	-2	-9	-2	-2	4	3	-1
Cc1[nH]c2ccccc2c1C(=O)CN1CCCC(C)C1 (configuration not stated)	0	7	-1.5	2	2	-2	5	-6	3	1
CCC1(c2cccc(Cl)c2)NC(=O)N(Cc2cc(C(=O)OC)c(C)o2)C1=O (configuration not stated)	-10	-1	0.3	-2	3	-1	-1	12	·	-7
CC(C)CN1CCN(Cc2cccc3ncccc23)CC1CCO (configuration not stated)	1	-4	-1.1	4	3	-3	1	-10	4	-2
CCC(CC)NC(=O)C1CC(=O)N(CCc2ccc(F)cc2)C1 (configuration not stated)	-1	0	-0.8	0	-4	1	2	-3	-3	-2
N=c1n(CC(=O)c2cccs2)c2ccccc2n1Cc1ccccc1	2	0	-2.2	1	4	-4	25*	-1	-5	11
CCOC(=O)C1=C(C)Nc2nnnn2C1c1ccccc1Cl (configuration not stated)	-7	0	-0.3	-1	4	-1	0	-2	3	-2
COc1cc(C(=O)Nc2cc(C)ccn2)ccc1OCC(=O)N1CCOCC1	1	4	-0.9	-2	-6	0	-3	5	1	-8
NC(=O)C1(N2CCCCC2)CCN(C(=O)Nc2ccccc2C(F)(F)F)CC1	·	-6	0.3	-5	-5	4	2	4	4	0
CCCCCCCc1ccc(-c2ccc(O)cc2)nc1	-23	-1	0.1	2	-10	1	-4	5	-2	4
Cc1cc(C)c([N+](=O)[O-])cc1NCC(=O)N1CCN(c2ccccc2)CC1	-4	-4	0.6	-2	1	5	-4	5	-5	-3
COc1cc(C(c2c(C)[nH][nH]c2=O)c2c(C)[nH][nH]c2=O)ccc1OS(=O)(=O)c1ccc(C)cc1	2	-1	-1.6	-2	3	-2	-3	1	3	-1
CCCSc1ncnc2sc(C)c(C)c12	7	2	-0.3	-1	2	2	1	5	5	0
C[C@H]1O[C@@H](n2cc(F)c(=O)[nH]c2=O)[C@H](O)[C@@H]1O	2	12	-1.7	8	-16	0	4	4	0	0
NNC(=O)c1sccc1OCc1ccc(Cl)cc1Cl	-21	0	-2.6	4	-2	1	3	0	6	-1
CCOc1cc(C2c3c(n[nH]c3C)C(=O)N2c2ccc(C)cc2)ccc1O (configuration not stated)	0	-1	-0.8	3	1	0	0	10	-2	-3
CC1(c2nnc(-c3cccc(Cl)c3)o2)CC(c2ccccc2F)=NO1 (configuration not stated)	-24	-6	-0.5	1	-1	3	4	-4	0	-4
COc1cccc(/C=N/NC(=O)N/N=C/c2cccc(OC)c2O)c1O	60*	-1	-4.6	1	14	0	-6	5	-3	5
CC(=O)c1cc(C(=O)Nc2ccc(C(=O)O)cc2)oc1C	4	0	-1.2	-1	-6	-1	0	5	-1	4
O=C(Nc1nnc(C2CC2)s1)c1ccco1	10	0	-1.6	-2	-4	-1	-2	1	-1	1
COc1ccc(S(=O)(=O)N(C)CC(=O)NC2CCCC2)cc1Cl	5	-6	-0.7	-1	-7	1	2	-4	-1	-2
CC(Oc1ccc(F)cc1)c1ccnc2nc(/N=C/N(C)C)nn12 (configuration not stated)	-3	1	-1.2	0	3	3	4	1	6	-6
Cc1cc(N2CCCc3ccccc32)n2ncnc2n1	7	-2	0.2	-5	-3	4	-4	3	11	-1
Cc1cccc(C)c1OCC(=O)OC/C(O)=C(\C#N)c1nc2ccccc2[nH]1	6	-5	3.3	0	4	-5	-8	-1	3	12
O=c1ccc(Cl)cn1Cc1ccccc1F	2	2	-1.5	3	-2	1	1	3	3	5
Cn1c(=O)[nH]c(=O)c2c1nc(N1CCCCCC1)n2CCN1CCCCCC1	10	10	1.2	4	-9	0	11	2	1	-8
CN1CCN(c2ccc(S(=O)(=O)N3CCOCC3)cc2NC(=O)CCc2ccccc2)CC1	1	-2	-2.7	1	-3	2	-4	2	-1	-7
Cc1ccccc1C(=O)Nc1ccc(C(=O)N/N=C/c2ccc(O)cc2)cc1	-15	-7	-2.6	-4	-18	3	-1	1	5	6
O=C(CCC(=O)N1CCN(c2ccccn2)CC1)Nc1nnc(C(F)(F)F)s1	10	-3	-0.3	3	0	0	1	0	-6	0
Oc1ccc(NCc2ccccc2OCc2ccccc2F)cc1	63*	-2	-9.0	12	49*	5	0	11	1	2
Cc1ccccc1-n1nnnc1SCC(=O)NC1CC1	1	1	1.1	0	1	0	-3	1	3	2
O=C(N/N=C/c1c(Cl)cccc1Cl)c1ccccc1F	-4	2	-2.4	1	2	-3	1	-1	0	2
Cc1ccc(C(=O)NCC(=O)OCCOc2cccc(Cl)c2)cc1	-7	2	0.1	-1	-3	1	-1	0	10	-8
O=C(CSc1nccc(=O)[nH]1)Nc1cccc(S(=O)(=O)N2CCOCC2)c1	1	6	2.5	45*	-5	0	4	-2	-3	6
C/C(=N\Nc1ccc(Cl)c(C(=O)O)c1)c1cc2ccccc2o1	-2	-3	-4.7	6	13	-2	31*	-5	-2	22
Cc1ccc(S(=O)(=O)NCC(=O)OC(C)C(=O)NC(=O)NC2CCCCC2)cc1C (configuration not stated)	-10	1	-0.7	2	-4	-4	0	1	-7	0
COc1ccccc1C(=O)Nc1nnc(-c2ccco2)s1	-13	-3	-0.9	-3	-1	-1	-5	-1	0	8
CCN(C(=O)COC(=O)CCOc1cccc(C)c1)c1c(N)n(Cc2ccccc2)c(=O)[nH]c1=O	3	-1	0.7	2	-3	2	-1	4	1	-5
Cc1ccc(-n2nc3ccc(N)cc3n2)cc1	8	-10	-0.9	0	12	4	-6	9	-1	11
COc1cc(/C=N/n2c(COc3ccccc3)n[nH]c2=S)cc(Br)c1O	6	0	-0.9	9	6	-6	1	-2	-7	9
O=C(O)COCCN1CCN(C(c2ccccc2)c2ccc(Cl)cc2)CC1 (configuration not stated)	-12	2	-0.8	-2	-7	2	2	4	0&-9&-1	6
Cc1ccc(C2(O)C(=O)c3ccccc3C2=O)c(O)c1C	0	-3	2.1	-3	0	5	6	-4	-4	1
CCCCn1c(N)c(N(CC)C(=O)c2ccccc2C(F)(F)F)c(=O)[nH]c1=O	5	-3	-1.4	-3	2	2	-2	6	2	-2
